Screening data deposited in PubChem BioAssay by several laboratories.
DAX1 inh-1 = DAX1 (NR0B1) inhibition, primary screen; HEK293T StAR-luciferase reporter, SF-1/DAX-1 repression relief; inhibition, % at 6.8 µM; 1.1% of 370,000 active; AID 652010;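 active = inhibition above the mean over all tested compounds plus 3 SD, cut at about 3.6% in these data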;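 also: 0% = DAX-1 cells with DMSO and 100% = cells lacking DAX-1 with DMSO; higher inhibition means more luminescence from relief of DAX-1 repression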
hgDAF12 agonist = agonists of H. glycines DAF-12 nuclear receptor | HEK293 GAL4-hgDAF12 UAS-luciferase reporter, agonist luminescence; normalized to butyrate control | activation, % at 6.8 µM | 1.8% of 370,000 active;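 active = activation above a cutoff set at the mean of all screened compounds plus 3 SD, cut at about 10% in these data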;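 also: 0% = DMSO wells and 100% = sodium butyrate wells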
PG9 Ab binder = PG9 antibody binding by small molecule; inhibition, % at 6.7 µM; TR-FRET gp120-PG9 antibody binding; 0.43% of 360,000 active; in the data active = inhibition above about 8.5%
PLCb3 inh = blocks human PLC-beta3 enzyme activity; Q01970; inhibition, % at 12.2 µM; 0.18% of 370,000 active; Purified PLC-beta3, fluorogenic substrate, fluorescence; in the data active = inhibition above about 11%;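 also: 0% = median of compound wells on plate and 100% = full blocker control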
SMARCA2 activ = activators of SMARCA2 function; AID 652017; 1% of 370,000 active; activation, % at 9.1 µM; MG213 cells, MMTV-luciferase reporter, dexamethasone, overnight; in the data active = activation above about 7.8%;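 also: 0% = vehicle wells and 100% = reference activator wells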
ssDAF12 agonist = S. stercoralis DAF-12 activation, primary screen. activation, % at 6.8 µM. 1% of 370,000 active. HEK293 ssDAF-12/GRIP1 lit1-tk-luc reporter, luminescence; % of 3 µM dafachronic acid response;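 active = activation above the mean over all tested compounds plus 3 SD, cut at about 0.9% in these data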;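 also: 0% = DMSO-only wells and 100% = 3 µM delta7-dafachronic acid wells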
NR1D1 modulator = modulates human Rev-erb alpha binding to DNA; P20393; Rev-erbα–FITC-DNA binding, fluorescence polarization, 90 min; activity, % at 10 µM; 0.79% of 370,000 active;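 active = activity above about 14%, limit read from the data; passing the limit was not always enough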;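 also: 0% = DMSO wells with 35 nM protein and 100% = DMSO wells with 750 nM protein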
Target sequence (P20393 whole entry, looked up): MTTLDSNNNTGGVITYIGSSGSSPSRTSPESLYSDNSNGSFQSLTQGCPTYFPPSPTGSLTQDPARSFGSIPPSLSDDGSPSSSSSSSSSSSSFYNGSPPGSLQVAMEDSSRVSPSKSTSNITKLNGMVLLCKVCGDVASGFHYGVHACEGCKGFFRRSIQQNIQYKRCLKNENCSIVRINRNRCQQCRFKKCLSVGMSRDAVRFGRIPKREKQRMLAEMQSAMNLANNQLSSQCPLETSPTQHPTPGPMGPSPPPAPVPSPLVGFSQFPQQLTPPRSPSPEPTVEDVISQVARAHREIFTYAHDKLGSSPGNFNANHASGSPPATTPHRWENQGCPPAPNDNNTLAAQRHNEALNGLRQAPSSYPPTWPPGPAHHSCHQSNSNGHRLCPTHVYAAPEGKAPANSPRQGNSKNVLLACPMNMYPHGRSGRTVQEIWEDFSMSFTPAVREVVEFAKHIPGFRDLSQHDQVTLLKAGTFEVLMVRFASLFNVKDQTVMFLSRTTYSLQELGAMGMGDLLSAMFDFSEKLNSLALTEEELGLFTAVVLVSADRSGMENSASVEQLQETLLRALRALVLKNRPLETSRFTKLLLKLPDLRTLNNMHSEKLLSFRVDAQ
hcDAF12 agonist = H. contortus DAF-12 activation, primary screen; HEK293 hcDAF-12 lit1-tk-luc reporter, luminescence; 0% DMSO, 100% Δ7-dafachronic acid; activation, % at 6.8 µM; 1.4% of 370,000 active;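 active = activation above the mean of all tested compounds plus 3 SD, cut at about 5.5% in these data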;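 also: 100% = response to 3 µM Δ7-dafachronic acid high control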
GAA850 FXN act = activators of GAA850 frataxin (FXN) promoter; AID 540364; 0.56% of 360,000 active; HEK293 lucGAA850 FXN promoter luciferase reporter, 24 h; percent of 10 µM SAHA response; activation, % at 6 µM;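 active = activation above the average of all compounds screened plus 3 SD, cutoff fixed separately per campaign, cut at about 7.5% in these data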;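 also: 0% = DMSO wells and 100% = 10 µM SAHA wells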
DAX1 inh-2 = inhibits human nuclear receptor DAX1 | HEK293 Gal4-DAX1 luciferase reporter, luminescence | 0.99% of 340,000 active | P51843 | AID 504766 | inhibition, % at 6.75 µM;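 active = inhibition above the mean over all tested compounds plus 3 SD, cut at about 4.2% in these data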;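 also: 0% = DAX1-transfected cells with DMSO and 100% = empty-vector control cells with DMSO; inhibition shows as a rise in luminescence from relieved DAX1 repression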
Target sequence (P51843 207-470 limits assumed): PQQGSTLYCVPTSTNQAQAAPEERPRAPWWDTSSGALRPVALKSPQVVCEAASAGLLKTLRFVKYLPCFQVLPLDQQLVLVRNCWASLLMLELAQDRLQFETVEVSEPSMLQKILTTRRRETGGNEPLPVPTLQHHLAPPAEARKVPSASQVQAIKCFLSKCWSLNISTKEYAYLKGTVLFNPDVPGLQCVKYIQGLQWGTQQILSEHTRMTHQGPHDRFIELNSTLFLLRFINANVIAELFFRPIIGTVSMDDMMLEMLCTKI
HGIII-sPLA2 inh = Inhibits HGIII-sPLA2 liposome hydrolysis, primary screen; Q9NZ20; QFRET BODIPY PC-A2 liposome hydrolysis, fluorescence; inhibition, % at 12.2 µM; 0.56% of 370,000 active; AID 743126;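 active = inhibition above mean plus 3 SD of compounds lying within the high and low control bounds, cut at about 19% in these data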;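 also: 0% = median of test compound wells and 100% = no enzyme DMSO wells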
The depositor's hits bear a star; i = inactive; x = no result given.

SMILES	DAX1 inh-1	hgDAF12 agonist	PG9 Ab binder	PLCb3 inh	SMARCA2 activ	ssDAF12 agonist	NR1D1 modulator	hcDAF12 agonist	GAA850 FXN act	DAX1 inh-2	HGIII-sPLA2 inh
O=S1(=O)[C@H]2CC3O[C@]2(C[C@@H]3c2ccc(F)cc2)CN1Cc1ccc(Cl)cc1	0.0	-0.4	2.3	2	-1	-1.2	-3	-0.8	0.1	2.0	-1
COc1ccc(OCC(=O)N/N=C2\CCCc3ccccc32)cc1	-0.5	-3.0	0.0	0	0	1.0*	-2	3.0	-1.0	-0.9	0
O=C(NCC1CC1)C1(C(F)(F)F)CC(CCCO)CCCO1 (stereo not given)	0.4	-1.3	0.3	1	1	-1.4	4	-1.3	-0.6	0.3	7
C[C@@H]1CN([C@H](C)CO)S(=O)(=O)c2ccc(C#Cc3cccc(F)c3)cc2O[C@@H]1CN(C)C(=O)CN1CCOCC1	-1.8	-4.0	-1.8	-19	-5	-1.4	-6	-1.4	-1.1	0.3	-7
O=C(COC(=O)c1ccc(C(F)(F)F)cc1)Nc1cccc(S(=O)(=O)N2CCCCC2)c1	1.2	-3.7	1.3	-5	-3	-0.8	2	-1.3	2.0	0.4	3
CC(O)(c1cccnc1)c1nc(-c2ccc3c(c2)OCO3)cs1 (stereo not given)	-2.6	1.9	-1.0	0	-7	-0.9	1	-0.8	1.0	x	-5
Cc1ccc(NC(=O)[C@@H]2CCCN2S(=O)(=O)c2ccc(Cl)cc2)cc1	0.1	-4.5	-2.2	-4	-4	-0.9	1	-2.5	0.2	-0.1	7
Cc1cc(Br)ccc1N=C1C(=O)Nc2ccccc21	-0.2	4.2	-0.3	1	1	0.5	-6	3.2	1.2	0.4	2
CCc1ccccc1N(C)C(=O)CCc1nc(-c2ccc(C)cc2)no1	-0.9	-2.7	-3.2	0	0	-1.7	-2	-1.3	2.5	-0.1	-16
Cc1ccccc1N=Cc1cc2c(cc1O)OC(N)=C(C#N)C2c1ccccc1 (stereo not given)	-0.2	-5.5	0.7	-65	-3	-1.4	6	-2.0	1.3	-0.6	2
CCOc1ccc(CCNC(=O)c2ccc(C)c(NC3=NC4CS(=O)(=O)CC4S3)c2)cc1 (stereo not given)	0.6	0.1	0.2	2	-1	-0.5	4	-0.9	-0.3	0.8	1
CCN(CC)S(=O)(=O)c1cccc(NC(=O)COC(=O)CNC(=O)c2cccc(F)c2)c1	0.3	-0.7	-1.7	1	6	-0.9	4	0.8	1.2	0.2	-2
CN(C)CCNC(=S)Nc1ccc(-c2nc3ccccc3[nH]2)cc1	5.0*	13*	1.1	-5	8.3*	-0.1	2	4.4	4.0	3.4	0
CCCNC(=O)COC(=O)/C=C/c1ccc2c(c1)OCO2	-0.1	1.2	-2.2	-79	-3	-1.4	-4	-2.4	0.8	1.1	5
NS(=O)(=O)c1ccc(N2C(=O)C3CC=CCC3C2=O)cc1 (stereo not given)	-0.1	3.4	-1.1	4	-2	-0.5	-6	1.4	0.7	0.6	-2
CCc1nc2ccc(C(=O)Nc3cc(-c4ccccc4)ccc3OC)cn2c1N(CCN(C)C)CC1CC1	0.7	-6.4	0.1	-29	3	-1.9	0	-3.2	-5.9	x	-5
Cc1onc(-c2ccccc2)c1C(=O)NNC(=O)c1ccccc1	-0.5	-0.4	0.4	-4	0	1.1*	1	3.1	2.0	0.2	0
Cn1c(-c2ccc3c(c2)OCO3)cnc1NCc1cccc(O)c1	0.4	1.0	-4.0	-2	1	-0.8	-5	0.6	0.1	-0.5	9
CCCc1nc2ccccc2c(=O)n1/N=C/c1ccc(O)c(O)c1	-0.4	-0.4	-0.4	4	1	-0.8	-7	0.1	3.2	-0.3	4
CCOc1ccc(NC(=O)C2CCC(N3C(=O)C4CC=CCC4C3=O)CC2)cc1 (stereo not given)	0.2	3.6	-1.4	0	0	-0.3	-4	-2.2	0.6	0.3	-4
O=C(CCc1ccc(S(=O)(=O)N2CCOCC2)cc1)NCCCN1CCCC1=O	0.0	0.5	-2.5	3	3	-1.5	0	-1.6	1.4	0.5	6
O=C(O)CCC(=O)NC(c1ccccc1)c1ccccc1	0.3	0.7	2.5	-9	0	-1.0	-3	-0.4	0.9	-0.2	1
CC(C)c1nnc(NC(=O)c2ccc3c(c2)OCO3)s1	4.9*	15*	-0.5	2	7	0.1	5	9.6*	-0.5	3.7	0
C#CCSc1nc(-c2ccccc2)cc(C(F)(F)F)c1C#N	0.1	1.0	-0.3	-27	-1	0.7	8	2.3	2.0	1.1	-1
COc1ccc(OCC(O)Cn2c(Nc3ccccc3)nc3c2c(=O)n(C)c(=O)n3C)cc1 (stereo not given)	3.0	-0.5	-0.1	0	0	-1.0	-7	-0.5	-1.2	0.3	-2
COc1ccccc1NC(=O)c1ccccc1N(Cc1ccccc1)S(C)(=O)=O	-0.1	-0.9	-1.9	-5	-4	-2.1	-6	-2.3	-0.5	-2.0	13
COc1ccc2oc3cc(NCCN(C)C)ccc3c(=O)c2c1	16*	43*	4.1	i	21*	2.2*	-5	9.2*	x	x	-7
CCOC(=O)c1ccc(NC(=O)N2CCCCCC2)cc1	5.0*	8.3	0.1	-5	5	0.2	2	3.5	4.5	0.5	8
O=C(Nc1csc([N+](=O)[O-])c1)Nc1c(Cl)cccc1Cl	-0.4	-1.2	-1.6	-1	1	-1.3	5	-0.5	1.3	-1.3	-7
CS(=O)(=O)N(Cc1ccc(Cl)cc1)c1ccc(C(=O)N/N=C/c2cc3ccccc3nc2Cl)cc1	-0.7	0.3	-1.8	-3	-1	-1.2	0	2.4	0.5	0.2	1

Part of the list above in another layout.
CCOc1ccc(NC(=O)C2CCC(N3C(=O)C4CC=CCC4C3=O)CC2)cc1 (stereo not given)
  DAX1 inh-1: 0.2
  hgDAF12 agonist: 3.6
  PG9 Ab binder: -1.4
  PLCb3 inh: 0
  SMARCA2 activ: 0
  ssDAF12 agonist: -0.3
  NR1D1 modulator: -4
  hcDAF12 agonist: -2.2
  GAA850 FXN act: 0.6
  DAX1 inh-2: 0.3
  HGIII-sPLA2 inh: -4

O=C(CCc1ccc(S(=O)(=O)N2CCOCC2)cc1)NCCCN1CCCC1=O
  DAX1 inh-1: 0.0
  hgDAF12 agonist: 0.5
  PG9 Ab binder: -2.5
  PLCb3 inh: 3
  SMARCA2 activ: 3
  ssDAF12 agonist: -1.5
  NR1D1 modulator: 0
  hcDAF12 agonist: -1.6
  GAA850 FXN act: 1.4
  DAX1 inh-2: 0.5
  HGIII-sPLA2 inh: 6

(next part)
SMILES	DAX1 inh-1	hgDAF12 agonist	PG9 Ab binder	PLCb3 inh	SMARCA2 activ	ssDAF12 agonist	NR1D1 modulator	hcDAF12 agonist	GAA850 FXN act	DAX1 inh-2	HGIII-sPLA2 inh
Cc1ccc(NC(=O)COC(=O)c2ccc(CN3CCCC3=O)cc2)c(Cl)c1	0.0	-0.5	-1.4	-8	2	-1.3	3	-0.2	1.4	0.6	10
CCS(=O)(=O)c1nc(S(=O)(=O)c2ccc(C)cc2)c(N2CCN(C)CC2)s1	-0.3	-1.8	0.5	-5	0	-1.4	-1	-0.8	-0.6	-0.1	12
COc1ccc(-c2oc3c(c2C#CC2(O)CCCCC2)C(OC(C)=O)CCC3)cc1 (stereo not given)	0.7	2.8	1.5	-16	-4	-1.6	3	-0.8	x	x	-14
CS(=O)(=O)N1CCN(c2ccc([N+](=O)[O-])c(N3CCOCC3)c2)CC1	-0.6	3.0	1.8	3	2	-1.3	5	1.9	-1.5	-0.5	6
CSc1nnc(NC(=O)CCc2ccccc2)s1	0.8	4.0	8.5	0	4	-0.9	-4	0.2	-1.7	3.7	-6
CCOC(=O)CSc1ccc2nnc(CCNS(=O)(=O)c3ccccc3)n2n1	0.6	3.2	-2.4	-8	-4	-1.1	1	1.3	-1.9	1.6	10
Cc1cc2c(c(Sc3ccccc3)n1)C(=O)OC2	0.2	1.9	-0.9	3	3	-1.1	1	0.2	-1.2	0.4	-2
NC(=O)c1c(NC(=O)c2ccccc2F)sc2c1CCCC2	2.6	13*	-2.0	-91	1	0.3	-3	9.0*	4.2	5.4*	0
CC1(C(=O)Nc2ccc3[nH]ncc3c2)CCN1C(=O)CCc1ccccc1 (stereo not given)	0.5	2.4	-0.2	1	-3	-1.0	4	-0.2	1.2	x	4
O=C(O)C1(Cc2nc3ccccc3[nH]2)CCCC1	0.2	1.8	2.7	0	0	-0.3	0	0.9	1.1	-0.7	6
COc1cc2c(cc1NC(=O)c1ccccc1F)CCCC2	1.5	9.9	-1.5	-4	9.3*	0.2	-2	8.2*	6.3	0.4	-2
COC(=O)c1sc(S(=O)(=O)N2CCC(C(N)=O)CC2)c(C(=O)OC)c1C	0.4	3.0	2.7	-1	-2	-0.8	-8	-1.1	-0.8	1.4	6
Cn1c(SCC2CCC2)nnc1-c1ccco1	-0.9	7.6	x	1	2	-0.6	1	1.7	x	x	-1
O=C(NCc1ccco1)c1c[nH]c2ccc(S(=O)(=O)N3CCOCC3)cc2c1=O	-0.3	-1.2	0.2	-1	1	-1.2	-4	-0.7	6.6	-1.1	-6
C[C@@H](O)C1NC(=O)[C@H](CCCCN)NC(=O)c2cc([N+](=O)[O-])cc(I)c2NCCC[C@@H](C(N)=O)NC1=O (stereo not given in full)	-0.1	0.4	-0.1	2	1	-1.4	-4	2.5	0.1	1.1	5

Among those listed so far, these have a furan ring, fused or not:
SMILES	DAX1 inh-1	hgDAF12 agonist	PG9 Ab binder	PLCb3 inh	SMARCA2 activ	ssDAF12 agonist	NR1D1 modulator	hcDAF12 agonist	GAA850 FXN act	DAX1 inh-2	HGIII-sPLA2 inh
COc1ccc(-c2oc3c(c2C#CC2(O)CCCCC2)C(OC(C)=O)CCC3)cc1 (stereo not given)	0.7	2.8	1.5	-16	-4	-1.6	3	-0.8	x	x	-14
Cn1c(SCC2CCC2)nnc1-c1ccco1	-0.9	7.6	x	1	2	-0.6	1	1.7	x	x	-1
O=C(NCc1ccco1)c1c[nH]c2ccc(S(=O)(=O)N3CCOCC3)cc2c1=O	-0.3	-1.2	0.2	-1	1	-1.2	-4	-0.7	6.6	-1.1	-6

Additional compounds follow.
SMILES	DAX1 inh-1	hgDAF12 agonist	PG9 Ab binder	PLCb3 inh	SMARCA2 activ	ssDAF12 agonist	NR1D1 modulator	hcDAF12 agonist	GAA850 FXN act	DAX1 inh-2	HGIII-sPLA2 inh
Cc1ccc(C(=O)/C=C/Nc2ccccc2C(N)=O)o1	2.6	12*	-0.7	-164	3	-0.2	1	9.3*	4.3	1.4	12
C=CCn1c(SCC(=O)Nc2cc(C)on2)nc2sc(C)c(C)c2c1=O	0.9	1.4	-0.8	4	-3	-0.8	54*	-0.3	0.9	0.8	3
CCOC(=O)[C@]12CCC=C1N(Cc1ccco1)C(=O)[C@H](CC(=O)NCCCOC)C2	0.1	-0.9	-1.2	-5	-5	-0.8	-2	-0.7	x	x	2
O=C(COC(=O)C12CC3CC(CC(O)(C3)C1)C2)Nc1ccc(Cl)cc1F	3.2	8.4	1.1	-2	5	0.5	1	1.6	5.5	1.7	1
CC1=CC(=O)C=CC1(C)C(Cl)Cl (stereo not given)	-0.2	0.2	-0.5	-2	1	-0.8	0	0.1	-1.1	3.1	9
O=C(NCc1ccco1)C1CCCCN1S(=O)(=O)c1ccc(F)cc1 (stereo not given)	-0.7	0.2	2.8	-1	-3	-1.5	1	-2.5	1.1	0.8	1

Compounds as they come (roughly 7% active in at least one column).
